HT1080 IDH1KD tx = HT-1080 IDH1 knockdown cell toxicity (counter line). HT-1080 IDH1 knockdown viability, ATP luminescence, 48 h. Potency, µM (doses to about 46.1 µM), for inactives: at the top dose activity, negative = toxicity, actives largely listed as cytotoxic. 360,000 compounds, 2% hits;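 also: potency is read from the fitted curve at half-maximal effect; 0% = DMSO wells and -100% = cell-free medium wells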
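CellTiter-Glo luminescence after 48 h compound exposure at 37 degrees C of IDH1-knockdown HT-1080 cells in 5% FBS RPMI. %Activity scaled between DMSO wells and cell-free media wells, with curves fitted and assigned curve classes.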
KB-3-1 tox = KB-3-1 parental cell cytotoxicity; KB-3-1 viability, CellTiter-Glo ATP luminescence, 72 h; Potency, µM (series often up to 46.1 µM), for the others: at the highest dose activity change, negative = cytotoxic, actives largely listed as cytotoxic; 400,000 compounds, 1.4% hits; also: potency is read from the fitted curve at half-maximal effect; % is scaled to controls: 0 for no effect and ±100 for the full control effect; nearly all actives have a fitted effect of over 60% in size
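Cells are dispensed, compounds pinned in, plates held at 37 °C for 72 h, then CellTiter-Glo is added and luminescence read after 10 minutes. Cell line: parental KB-3-1 in phenol-red-free DMEM, 10% FBS.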
GLP1R cytotox = cytotoxicity counter-screen for GLP-1 receptor inverse agonists. HEK293 cAMP-luciferase reporter cells, luminescence, 24 h. Potency, µM (highest dose often 38.3 µM), without a hit: at the highest dose activity change, negative = inhibition, hits mostly inhibitors. 410,000 compounds, 0.13% hits;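 also: loss of luciferase light is scored as toxicity; potency is read from the fitted curve at half-maximal effect; % is scaled to controls: 0 for no effect and ±100 for the full control effect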
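Cells in DMEM/10% Nu serum/1% pen-strep, 1536-well format. Pre-incubated 12 h, dosed with 23 nL compound, incubated a further 24 h. Luciferase detection, 12 min at room temp, luminescence.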
SW480 rereplic = DNA re-replication induction in SW480 cells; SW480 DNA re-replication, Hoechst DNA content imaging, 48 h; Potency, µM (doses to about 46.1 µM), without a hit: top-dose re-replication activation, hits mostly activators; 340,000 compounds, 1.8% hits; AID 624297; also: potency is read from the fitted curve at half-maximal effect; % of control where 0% means no effect; nearly all actives have a fitted effect of over 55% in size
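Treated cells incubate 48 hr (37 C, 5% CO2), are stained 40 min with Hoechst, and nuclear fluorescence is enumerated; a rise in nuclei with high DNA signal marks re-replication.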
IL1B secr inh = blocks inflammasome-driven IL-1 beta release; THP-1 LPS/ATP IL-1B secretion, AlphaLISA, 16 h; hits give low values; activity change, % at 57.5 µM; 360,000 compounds, 4.7% hits; in the data active = activity change below about -50%; inconclusive = mostly about -30% to -49%; also: % is scaled to controls: 0 for no effect and ±100 for the full control effect
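Secreted IL-1B measured by AlphaLISA bead assay after 16 h compound exposure of THP-1 cells; compounds (final up to 57.5 uM) added 1 h before LPS (250 ng/mL) and ATP (1.25 mM) stimulation; lower signal means less secretion.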
MCF10A rereplic = DNA re-replication induction in MCF 10a cells. Potency, µM (top dose mostly 46.1 µM), for the others: at the highest dose activity, positive = re-replication, actives largely listed as activators. 350,000 compounds, 2.9% hits. MCF 10A DNA re-replication, Hoechst nuclear intensity, 48 h; also: potency is read from the fitted curve at half-maximal effect; % of control where 0% means no effect; nearly all actives have a fitted effect of over 50% in size
HT1080-NT tox = kills 2HG-producing HT-1080-NT fibrosarcoma cells. HT-1080-NT fibrosarcoma viability, CellTiter-Glo ATP luminescence, 48 h. AID 686970. Potency, µM (titrated, usually from 46.1 µM), for the others: top-dose activity, negative = less viability, most hits filed as cytotoxic. 360,000 compounds, 1.6% hits;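 also: NT is the 2HG producing partner of a matched IDH1 knockdown line; potency is read from the fitted curve at half-maximal effect; 0% = DMSO-treated cells and -100% = media-only wells without cells; nearly all actives have a fitted effect of over 55% in size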
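Read-out is CellTiter-Glo luminescence after 10 minutes at room temperature, following 48 hours' compound treatment of HT-1080-NT cells (750 cells/well, RPMI, 5% FBS, 37 degrees C).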
KB-V1 cytotox = kills drug-selected multidrug resistant KB-V1 cells | Potency, µM (highest dose often 46.1 µM), for the others: top-dose activity change, negative = cytotoxicity, most hits filed as cytotoxic | 400,000 compounds, 3.4% hits | KB-V1 MDR cells viability, CellTiter-Glo, 72 h; also: potency is read from the fitted curve at half-maximal effect; % is scaled to controls: 0 for no effect and ±100 for the full control effect; nearly all actives have a fitted effect of over 60% in size
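Cytotoxicity via CellTiter-Glo luminescence after 72 h compound exposure at 37 degrees C. Cells: drug-selected KB-V1 line, DMEM phenol-red free plus 10% FBS. Compounds tested at multiple concentrations; normalized data fitted to concentration-effect curves.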
D3 ag = agonists of human D3 dopamine receptor. P35462. D3R DiscoveRx beta-arrestin cells, luminescence, 90 min. max activation, %. 410,000 compounds, 0.58% hits. AID 652048; in the data active = max activation above about 30%; also: 0% is about no effect; mostly tested at two doses, the higher about 12 µM
Target sequence (P35462 whole entry, looked up): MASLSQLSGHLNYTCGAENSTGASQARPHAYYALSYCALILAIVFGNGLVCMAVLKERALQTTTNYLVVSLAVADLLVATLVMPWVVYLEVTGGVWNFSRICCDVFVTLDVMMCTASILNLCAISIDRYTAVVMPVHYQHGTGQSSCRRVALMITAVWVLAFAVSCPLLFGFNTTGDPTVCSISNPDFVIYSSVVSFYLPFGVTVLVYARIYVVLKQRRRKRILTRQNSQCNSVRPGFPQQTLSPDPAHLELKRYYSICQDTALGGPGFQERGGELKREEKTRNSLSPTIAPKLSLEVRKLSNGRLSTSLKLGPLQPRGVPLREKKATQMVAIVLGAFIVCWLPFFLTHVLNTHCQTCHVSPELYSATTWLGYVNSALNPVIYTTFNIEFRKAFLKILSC
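Agonist-mode cell screen: cells plated at 1500/well and incubated overnight at 37 °C, then exposed to library compounds for 90 min at 37 °C. Detection reagent was added for 30–60 min at room temperature, and luminescence was read.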
* = called active by the depositor; u = inconclusive; x = no result given; [ ] = another dose, or the depositor's remark. Unless noted, calls follow the shape of the dose curve; as a rule, active = well fitted curve in the direction sought with a large enough effect; inconclusive = small, poorly fitted or top-dose-only effect, or another doubt; inactive = no such curve, though single readings can be large; an effect the other way counts as inactive or inconclusive.

(1) O=C(c1ccc(Br)cc1)N1CCN(Cc2ccccc2)CC1
(2) CCCCc1nnc(NC(=O)CSCc2cc(=O)n3c(C)csc3n2)s1
(3) CCc1ccc(NC(=O)CCc2nnc3n(C)c(=O)c4sccc4n23)cc1
(4) CC(=O)CCc1ccc(OC(=O)c2cccnc2)cc1
(5) Cc1ccc(S(=O)(=O)N2CCN(CCC#N)CC2)cc1
(6) Cc1ccc(C)c(S(=O)(=O)N2CCCCC2CCNC(=O)C(=O)NCc2ccccn2)c1 (stereo not drawn)
(7) Cc1ccc(N/C=C(/C#N)c2ccsc2)cc1C
(8) CC1(C)CC[C@]2(C(=O)O[C@@H]3OC(CO)[C@@H](O)[C@H](O)[C@H]3O)CC[C@]3(C)C(=CCC4[C@@]5(C)CC[C@H](O[C@@H]6OC(C(=O)O)[C@@H](O)[C@H](O)[C@H]6O)C(C)(C)C5CC[C@]43C)[C@@H]2C1 (stereo partly drawn)

Assay by compound	1	2	3	4	5	6	7	8
HT1080 IDH1KD tx	3%	5%	x	9%	17%	1%	-2%	0%
KB-3-1 tox	18%	11%	23%	4%	u	-4%	-15%	3%
GLP1R cytotox	0%	-1%	5%	-6%	-2%[7.66 µM]	7%	-12%	-2%
SW480 rereplic	-5%	u	x	3%[9.22 µM]	1%	-9%	0%	-5%
IL1B secr inh	-26	0	x	2	-6	-1	-2	17
MCF10A rereplic	4%	-6%	x	1%	-1%	3%	6%	18µM*
HT1080-NT tox	6%	7%	x	16%	17%	9%	-2%	0%
KB-V1 cytotox	u	-3%	23%	19%	1%	u	-10%	0%
D3 ag	-4	3	6	2	-4	2	-5	2

(9) COc1ccc(Br)cc1C(=O)NCc1cccnc1
(10) O=C(Nc1ccc(F)cc1F)N1CCC(c2nc3ccccc3o2)CC1
(11) O=C(OCC(=O)N1CCN(C(=O)c2ccco2)CC1)c1cc(-c2ccc(F)cc2)nc2ccccc12
(12) Cc1ccc(/C(N)=N/OC(=O)c2cccc(F)c2)cc1
(13) NC(=O)CCC(=O)N1CCCC(C(=O)c2ccc3c4c(cccc24)CC3)C1 (stereo not drawn)
(14) COC(=O)C1(C)NC(c2ccccc2C)C2C(=O)N(c3ccccc3)C(=O)C21 (stereo not drawn)
(15) O=C(COC(=O)c1cnccn1)c1ccc2c(c1)CCCC2
(16) Cc1cc(-c2ccc(C)c(S(=O)(=O)NC(C)Cc3ccco3)c2)on1 (stereo not drawn)

Assay by compound	9	10	11	12	13	14	15	16
HT1080 IDH1KD tx	14%	4%	-24%	1%	2%	-1%	-1%	1%
KB-3-1 tox	-1%	2%	3%	-7%	-4%	-8%	0%	-1%
GLP1R cytotox	-4%	-5%	-16%	6%	-28%	-8%	-3%	-8%
SW480 rereplic	-9%	-28%	-1%	-4%	14%	6%	-13%	1%
IL1B secr inh	-2	0	-51*	14	8	13	0	-11
MCF10A rereplic	1%	15%	2%	u	10%	-3%	1%	15%
HT1080-NT tox	10%	6%	-13%	12%	3%	0%	0%	-1%
KB-V1 cytotox	1%	-29%	2%	6%	31%	-8%	-2%	-3%
D3 ag	4	9	27	-12	3	3	0	-2

(17) CCn1ccc(C(=O)NCCCN2CCCC2=O)n1
(18) CCc1ccc(C(=O)COC(=O)C(Cc2ccccc2)NC(=O)c2ccc(Cl)cc2)cc1 (stereo not drawn)
(19) Cc1cc2occ(CC(=O)N(CC(C)C)c3c(N)n(Cc4ccccc4)c(=O)[nH]c3=O)c2cc1C
(20) Cc1cc(NC(=O)CSc2nc3c([nH]c4ccccc43)c(=O)n2-c2cccc(Cl)c2)no1
(21) CSc1ccc(CCNC(=O)c2cc3n(n2)CCCN(Cc2ccc(C)cc2)C3=O)cc1
(22) CC(C)c1ccc(OCC(=O)Nc2ccc(S(=O)(=O)Nc3ncccn3)cc2)cc1
(23) Cc1cc(F)ccc1S(=O)(=O)N1CCCOC1CNC(=O)C(=O)NC1CCCCC1 (stereo not drawn)
(24) COCCN1C[C@@H](CO)O[C@@H](n2cnc3c(N(C)C(C)C)ncnc32)C1

Assay by compound	17	18	19	20	21	22	23	24
HT1080 IDH1KD tx	12%	-11%	14%	x	x	x	-2%	u
KB-3-1 tox	9%	2%	0%	3%	-13%	1%	2%	0%
GLP1R cytotox	-1%	-24%	-1%	12%	-8%	-2%	-7%	2%
SW480 rereplic	-9%	3%	-88%[inhibitor]	x	x	x	9%	x
IL1B secr inh	2	6	-23	x	x	x	-17	-4
MCF10A rereplic	2%	25%	u	x	x	x	2%	x
HT1080-NT tox	5%	-3%	5%	x	x	x	-3%	u
KB-V1 cytotox	0%	8%	9%	8%	-4%	10%	-9%	4%
D3 ag	4	0	-2	1	8	1	-7	8

(25) CC(C)CC1NC(=O)N(CC(=O)N2CCN(S(=O)(=O)c3ccccc3)CC2)C1=O (stereo not drawn)
(26) COc1cc(/C=C/C(=O)OCC(=O)N2CCCc3ccccc32)ccc1OC(F)F
(27) C=CCN(CC=C)S(=O)(=O)c1ccc(C(=O)Nc2nnc(CSC)o2)cc1
(28) CCN(C(=O)CN1C(=O)NC2(CCc3ccccc32)C1=O)C1CCS(=O)(=O)C1 (stereo not drawn)
(29) c1ccc(Nc2nc(-c3cccnc3)cs2)nc1
(30) Cc1noc(C)c1COc1ccc(C(=O)OCC(=O)NCc2ccccc2Cl)cc1
(31) CCn1c(=S)ccc2ccc(OC)cc21
(32) CSCCC(C(=O)OCC(=O)c1ccc(C)c(C)c1)N1C(=O)c2ccccc2C1=O (stereo not drawn)

Assay by compound	25	26	27	28	29	30	31	32
HT1080 IDH1KD tx	9%	8%	u	1%	-5%	-29%	-7%	u
KB-3-1 tox	4%	-4%	u	2%	0%	u	-11%	2%
GLP1R cytotox	4%	-17%	u	3%	-1%	-10%	-18%	10%
SW480 rereplic	-14%	-29%	6%	-20%	-7%	-1%	-4%[9.22 µM]	12%
IL1B secr inh	-7	5	35	15	0	-8	15	20
MCF10A rereplic	-18%	-2%	u	-5%	1%	u	16%	-3%
HT1080-NT tox	7%	-9%	-24%	0%	2%	-28%	-2%	4%
KB-V1 cytotox	4%	u	-13%	u	-7%	3%	-26%	0%
D3 ag	-4	11	-6	2	-4	2	1	-4

(33) CN(C)S(=O)(=O)c1ccc(Oc2ccc(S(=O)(=O)N(C)C)cc2)cc1
(34) CC(=O)Nc1ccc(C(=O)N/N=C/c2cccnc2)cc1
(35) COC(=O)c1cc2occc2n1CC(=O)Nc1cc(OC)cc(OC)c1
(36) O=C1c2ccccc2-c2onc3ccc(N4CCCC4)c1c23
(37) Cc1ccc(S(=O)(=O)N(C)CC(=O)Nc2ccncc2)cc1
(38) CC(C)CN(C(=O)CSc1nncs1)c1c(N)n(CC(C)C)c(=O)[nH]c1=O
(39) Cc1cc(C)n(C(=O)CNc2ccc(C)c(C)c2)n1
(40) Cc1cn2c(nc(=O)c3cccnc32)s1

Assay by compound	33	34	35	36	37	38	39	40
HT1080 IDH1KD tx	u	1%	0%	u	-3%	18%	7%	10%
KB-3-1 tox	u	8%	-15%	u	-14%	-7%	8%	9%
GLP1R cytotox	-7%	5%	-16%	u	-11%	-1%	0%	-2%
SW480 rereplic	-34%[inhibitor]	2%	-4%	u	-1%	1%	-2%	0%
IL1B secr inh	-10	7	-52*	u	7	-2	-7	-7
MCF10A rereplic	5%	6%	-18%	u	0%	6%	-8%	0%
HT1080-NT tox	0%	1%	-7%	u	5%	13%	-1%	16%
KB-V1 cytotox	0%	17%	-7%	u	-7%	-7%	-10%	-3%
D3 ag	7	-5	-9	-8	-5	1	-1	11

Quoted at random: 6 entries already listed.
(33) CN(C)S(=O)(=O)c1ccc(Oc2ccc(S(=O)(=O)N(C)C)cc2)cc1
(37) Cc1ccc(S(=O)(=O)N(C)CC(=O)Nc2ccncc2)cc1
(40) Cc1cn2c(nc(=O)c3cccnc32)s1
(38) CC(C)CN(C(=O)CSc1nncs1)c1c(N)n(CC(C)C)c(=O)[nH]c1=O
(35) COC(=O)c1cc2occc2n1CC(=O)Nc1cc(OC)cc(OC)c1
(39) Cc1cc(C)n(C(=O)CNc2ccc(C)c(C)c2)n1

Assay by compound	33	37	40	38	35	39
HT1080 IDH1KD tx	u	-3%	10%	18%	0%	7%
KB-3-1 tox	u	-14%	9%	-7%	-15%	8%
GLP1R cytotox	-7%	-11%	-2%	-1%	-16%	0%
SW480 rereplic	-34%[inhibitor]	-1%	0%	1%	-4%	-2%
IL1B secr inh	-10	7	-7	-2	-52*	-7
MCF10A rereplic	5%	0%	0%	6%	-18%	-8%
HT1080-NT tox	0%	5%	16%	13%	-7%	-1%
KB-V1 cytotox	0%	-7%	-3%	-7%	-7%	-10%
D3 ag	7	-5	11	1	-9	-1

Next section
(41) Cc1ccc(C(=O)Nc2ccc(N3CCN(C(=O)c4ccco4)CC3)cc2)cc1
(42) CC(NC(=O)CSc1nnc2n1CCCCC2)c1ccccc1Cl (stereo not drawn)
(43) COc1ccc(Cl)cc1NC(=O)CSc1nc(Nc2ccccc2)nc(N2CCOCC2)n1
(44) CN(Cc1cccs1)C(=O)c1cc(S(=O)(=O)N2CCOCC2)ccc1N1CCCC1
(45) CN(C)Cc1nc2ccccc2c(=O)n1Cc1nc(-c2cccc([N+](=O)[O-])c2)cs1

Assay by compound	41	42	43	44	45
HT1080 IDH1KD tx	11%	-2%	-22%	3%	u
KB-3-1 tox	7%	1%	-2%	-9%	-18%
GLP1R cytotox	20%	-2%	5%	-2%	15%
SW480 rereplic	1%	-11%	u	-10%	1%
IL1B secr inh	-18	-1	-15	-26	-19
MCF10A rereplic	-3%	-4%	20%	-1%	14%
HT1080-NT tox	9%	-1%	-19%	0%	-28%
KB-V1 cytotox	-27%	-3%	4%	u	u
D3 ag	-2	1	2	10	13

Screening data as filed in PubChem.
